# Screens: PubChem BioAssay, several laboratories
# Arrestin-AP2 inh: blocks beta-arrestin peptide binding to AP2 adaptin | inhibition, % at 10 µM | 340,000 tested, 0.31% active | FITC-arrestin peptide / GST-AP2 beads, flow cytometry; AP2 beta2 appendage carries R879A mutation;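 active means inhibition above a set limit, near 3 SD of compounds lacking own fluorescence, cut at about 54% in these data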;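 further: plate controls were DMSO wells for no effect and 5 µM unlabelled arrestin peptide for full effect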
#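 system = GST-tagged AP2 beta2-adaptin appendage (R879A) on 4 µm glutathione beads | reagent = FITC-labelled arrestin peptide probe, 50 nM final | schedule = compound with beads 12 min RT, then probe 1 h RT | signal = HyperCyt-sampled flow cytometry, FL1 channel, ex 488/em 535 nm | read-out = percent response from loss of bead-bound FITC fluorescence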
# PKA-R2B activ: PKA-R2B complex activation; 340,000 tested, 0.079% active; PKA-R2B holoenzyme dissociation, Cy5-IP20 fluorescence polarization; R2B truncated from residue 108, S112A mutant; 0% DMSO only, 100% 113 µM cGMP; activation, % at 11.4 µM;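 active means activation above a cutoff set at the mean over all compounds plus 3 SD, cut at about 18% in these data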;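 further: higher means more holoenzyme dissociation and a rise in polarization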
# Target sequence (P31323 whole entry, looked up, other chains not shown, the tested form may be a part): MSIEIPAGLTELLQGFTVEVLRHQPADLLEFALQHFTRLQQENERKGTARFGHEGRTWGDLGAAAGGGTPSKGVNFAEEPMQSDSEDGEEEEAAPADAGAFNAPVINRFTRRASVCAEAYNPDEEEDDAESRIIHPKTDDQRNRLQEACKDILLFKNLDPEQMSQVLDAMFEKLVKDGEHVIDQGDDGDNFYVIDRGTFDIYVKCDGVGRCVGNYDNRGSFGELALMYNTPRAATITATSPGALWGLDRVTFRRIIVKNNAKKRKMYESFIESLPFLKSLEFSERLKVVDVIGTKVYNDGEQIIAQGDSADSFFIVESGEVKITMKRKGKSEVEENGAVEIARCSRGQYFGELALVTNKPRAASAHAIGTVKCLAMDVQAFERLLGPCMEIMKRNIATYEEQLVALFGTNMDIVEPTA
# Keap1 Nrf2 FP: Keap1-Nrf2 (human) interaction inhibition; Q14145; Keap1 Kelch-Nrf2 peptide fluorescence polarization, 1536-well; inhibition, % at 9.4 µM; 340,000 tested, 0.15% active; AID 504523; in the data active means inhibition above about 12%; inconclusive means no clear call, values can overlap the other calls; inactive means below about 7.3%;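 further: human Keap1 Kelch domain with fluorescein labeled Nrf2 9mer peptide probe; 0% = neutral control wells and 100% = peptide positive control; higher means more block of Keap1 binding to Nrf2 peptide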
# DAGLB inh: diacylglycerol lipase beta (human) inhibition; 340,000 tested, 0.059% active; HEK293T DAGLB membrane lysate, EnzChek fluorogenic substrate; AID 504411; inhibition, % at 5.17 µM; Q8NCG7; in the data active means inhibition above about 34%;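 further: 0% = enzyme with vehicle and 100% = wells lacking enzyme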
# Target sequence (Q8NCG7 whole entry, looked up): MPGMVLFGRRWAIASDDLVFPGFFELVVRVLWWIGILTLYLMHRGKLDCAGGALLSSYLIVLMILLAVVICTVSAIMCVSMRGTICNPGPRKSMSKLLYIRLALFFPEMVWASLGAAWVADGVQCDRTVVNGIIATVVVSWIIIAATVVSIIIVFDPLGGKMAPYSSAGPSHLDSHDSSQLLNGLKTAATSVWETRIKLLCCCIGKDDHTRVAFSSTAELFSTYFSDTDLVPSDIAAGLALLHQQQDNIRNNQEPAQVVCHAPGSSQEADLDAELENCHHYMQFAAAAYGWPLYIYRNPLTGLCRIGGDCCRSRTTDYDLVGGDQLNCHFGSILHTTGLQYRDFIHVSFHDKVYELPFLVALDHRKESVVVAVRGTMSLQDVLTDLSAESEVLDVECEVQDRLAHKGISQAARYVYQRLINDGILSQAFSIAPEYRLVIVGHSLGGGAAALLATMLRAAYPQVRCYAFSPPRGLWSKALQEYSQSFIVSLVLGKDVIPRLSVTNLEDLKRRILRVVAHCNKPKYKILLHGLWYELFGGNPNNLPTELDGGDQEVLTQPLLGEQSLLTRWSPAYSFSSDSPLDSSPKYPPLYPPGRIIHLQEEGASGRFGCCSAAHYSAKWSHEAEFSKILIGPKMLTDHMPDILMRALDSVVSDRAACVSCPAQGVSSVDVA
# SR-BI uptake up: activators of SR-BI mediated HDL lipid uptake; AID 504775; CHO ldlA[mSR-BI] cells, DiI-HDL uptake fluorescence, 3 h; 100 = double the neutral-control signal; activation, % at 12.5 µM; 320,000 tested, 0.096% active;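 active means mean replicate activation of at least 60% and every replicate at or above 60%; inconclusive means mean or all-replicate condition met, but not both; inactive means mean below 60% and not all replicates reaching 60%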;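 further: 0% = median plate neutral-control signal and 100% = twice that signal; values of inactives mirror those of a sister screen read the other way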
#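 Test system: SR-BI-overexpressing, LDLR-lacking CHO cells; Medium: Ham's F12 with 0.5% BSA, HEPES 25 mM, pH 7.4; Schedule: 3 h, 37 °C; Technique: bottom-read fluorescence, 550/595 nm.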
# PvdQ inh: blocks Pseudomonas aeruginosa PvdQ acylase activity. purified PvdQ acylase, fluorescence plate reader. inhibition, % at 10 µM. 340,000 tested, 0.063% active; in the data active means inhibition above about 30%, passing the limit was not always enough; inconclusive means no clear call, values can overlap the other calls;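 further: 0% = vehicle neutral wells and 100% = reference inhibitor wells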
# SR-BI DiI inh: inhibitors of mouse SR-BI mediated HDL lipid uptake. Q61009. ldlA[mSR-BI] CHO cells, DiI-HDL uptake fluorescence, 3 h. inhibition, % at 12.5 µM. 320,000 tested, 0.96% active;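 active means mean replicate inhibition of at least 70% and a set share of replicates each scoring 70 or more; inconclusive means meets just one of the two criteria; inactive means fails both criteria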;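 further: 0% = median of neutral control wells and 100% = median of positive control wells; values of inactives mirror those of a sister screen read the other way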
# NSD2 inh: NSD2 (human) methyltransferase inhibition | 310,000 tested, 0.54% active | inhibition, % at 12.5 µM | NSD2 peptide methylation, AlphaScreen, 120 min | O96028 | AID 743445; in the data active means inhibition above about 50%
# RTF Ca sens inh: cardiac RTF calcium desensitization. IANBD-labeled cardiac RTF, Ca2+ fluorescence. inhibition, % at 7.15 µM. 340,000 tested, 0.12% active. AID 493244;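 active means inhibition above the mean inhibition of all tested compounds plus 3 SD, cut at about 17% in these data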;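 further: assay run at fixed EC70 calcium of 1.6 mM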
# LANA DNA inh: blocks KSHV LANA C-terminal domain binding to DNA; 340,000 tested, 0.078% active; MBP-C-LANA/FAM-LBS DNA binding, fluorescence polarization; inhibition, % at 9 µM; AID 504423;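 active means highest replicate inhibition at or above 60% at 9 µM, even if other replicates fall short; inactive means all replicates below 60% inhibition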;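 further: 0% = neutral control wells and 100% = 4 µM acridine orange control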
# Starred values were filed as active, the others as inactive; ? = inconclusive; nt = no result given.
SMILES,Arrestin-AP2 inh,PKA-R2B activ,Keap1 Nrf2 FP,DAGLB inh,SR-BI uptake up,PvdQ inh,SR-BI DiI inh,NSD2 inh,RTF Ca sens inh,LANA DNA inh
Cc1cc2[nH]ncc2cc1NC(N)=S,-9,-1,-5,-2,-1,-20,1,-6,3,4.4
O=C(NCC(c1ccco1)N1CCCC1)c1cccc(NS(=O)(=O)c2ccccc2)c1 (configuration not stated),-8,-12,-1,4,16,-21,-16,3,0,0.6
O=C(Nc1ccc(Cl)cc1)N(Cc1nc2ccccc2c(=O)[nH]1)Cc1cccs1,-1,-3,4,2,-13,-3,13,3,3,-0.4
Cc1c(C(=O)Nc2ccccc2)sc2nc(-c3ccccc3)cn12,-3,-14,-7,-5,-77,-6,77*,1,-1,-1.9
C#Cc1ccc(CN2CCN(CCc3ccccc3)C(CCO)C2)cc1 (configuration not stated),6,0,3,-1,-10,-13,10,3,-6,0.1
COc1ccc(S(N)(=O)=O)cc1C(=O)NC1CCCc2ccccc21 (configuration not stated),0,-8,-1,0,nt,-8,nt,29,-9,-0.2
CC(=O)c1ccc(S(=O)(=O)Nc2ccc(S(=O)(=O)N3CCCCC3)cc2)cc1,3,1,-2,1,-4,-8,4,-2,-4,0.2
Cc1ccc(-c2cc(=O)c3cc(C)ccc3[nH]2)cc1,2,-1,-5,1,-5,-3,5,nt,-21,3.4
COC(=O)N1C(=O)[C@@](Cc2ccccc2)(c2ccccc2)N1C(=O)OC,-8,-10,-75,-1,4,-14,-4,nt,0,-0.6
COc1cccc(-c2nn(-c3ccccc3)cc2CN2CCCO2)c1,-9,-4,3,-2,-6,2,6,0,4,-0.1
Cc1ccc(CNS(=O)(=O)c2ccccc2[N+](=O)[O-])cc1,12,-10,1,-1,nt,-7,nt,-2,-8,2.2
Cn1c2ccccc2c2c(C(=O)N3CCN(c4ccc(F)cc4)CC3)cn(C3CCCC3)c(=O)c21,4,-10,-1,0,-15,0,15,-3,-4,0.9
Cn1c(OCc2cccnc2)nc2c1c(=O)n(Cc1ccc(F)cc1)c(=O)n2C,6,2,-2,2,-15,-11,15,0,-12,-0.5
O=C(NCc1ccc(Cl)cc1)C(=O)NCC1OCCN1C(=O)c1ccc(Cl)cc1 (configuration not stated),-19,-11,2,3,0,-10,0,-2,-6,2.7
COc1ccc(Cl)cc1NC(=O)CC(C)=O,5,5,-1,5,7,-10,-7,-2,-8,0.6
CC1=CC(C)(C)NC(=S)N1c1cccc2ccccc12,8,-10,0,-1,19,-7,-19,-2,-1,-0.5
CCN(c1ccc(NC(=O)COC(=O)CCc2cc(OC)c(OC)c(OC)c2)cc1)C(C)C,34,-2,-5,-2,11,6,-11,nt,-6,1.0
O=C(N/N=C/c1ccccc1)c1ccc(-c2ccccc2)cc1,1,-3,1,-5,-17,-6,17,-2,-7,-0.6
COC(=O)c1cccc2c1-c1ccccc1/C2=N\NC(N)=O,7,-2,-4,-2,-27,-12,27,12,-4,-3.6
COc1ccccc1N1CCN(C(=O)C2CCCCN2S(=O)(=O)c2ccc(C)cc2)CC1 (configuration not stated),-5,-14,-8,-1,-20,-12,20,nt,7,-1.1
NC(=O)CS(=O)(=O)c1ccc(Cl)cc1,5,5,0,0,22,2,-22,0,-3,1.3
COc1cccc(-c2cc(C(F)(F)F)n3nc(N)nc3n2)c1,-16,2,0,2,-11,-5,11,nt,-3,-0.2
CC1CCN(c2nc3c(c(=O)[nH]c(=O)n3C)n2CCCc2ccccc2)CC1,3,-5,6,-1,2,-6,-2,nt,-1,0.6
CC(C)Nc1nc2n(c(=O)n1)CCN2C(C)C,-1,-4,-5,-2,2,-16,-2,-1,-1,0.0
O=C(Nc1nc(-c2ccc(Cl)cc2)cs1)C1=COCCO1,30,6,1,-8,-24,7,24,3,-3,0.8
COc1cc2c(cc1OC)C(C(=O)Nc1ccc3c(c1)OCCO3)C1c3ccccc3CCN1C2=O (configuration not stated),2,-15,3,3,19,1,-19,7,4,1.9
Cc1nnc(C)n1/N=C/c1cccc([N+](=O)[O-])c1,12,2,-3,2,2,-9,-2,-3,0,-1.6
COc1cccc(CNS(=O)(=O)c2cc(CN3C(=O)c4cccnc4C3=O)ccc2OC)c1,24,-3,-1,-1,-5,9,5,39,-8,0.2
COc1ccccc1C(=O)NC(=S)Nc1cccnc1Cl,-7,5,-3,-8,nt,-20,nt,-2,-4,0.8
COc1cc(/C=C/C(=O)OCC(=O)Nc2c(C)n(C)n(-c3ccccc3)c2=O)ccc1OCC#N,-2,3,2,1,-13,-4,13,-2,4,-1.0
COc1cc(NC(=O)CCNC(=O)Cn2cnc3ccccc3c2=O)cc(OC)c1OC,24,-7,0,-4,21,5,-21,-6,10,0.4
CCc1nnc(NC(=O)Cc2ccc(OCc3c(C)noc3C)cc2)s1,14,11,-3,2,nt,-8,nt,nt,-8,3.0
O=C(c1ccccc1)N1N=C(c2cccs2)CC1c1ccccc1O (configuration not stated),10,4,4,-7,-3,9,3,0,-7,0.6
Nc1ccc(CCNc2ncnc3c2ncn3[C@@H]2O[C@H](CO)[C@@H](O)[C@H]2O)cc1,4,1,0,3,12,-6,-12,nt,11,-1.3
O=C(CSC(=S)N1CCCCC1)Nc1ncc2c(n1)CC(c1ccco1)CC2=O (configuration not stated),1,nt,-3,nt,4,-14,-4,2,nt,-0.4
CC(C)c1ccc2[nH]c(O)c(N=NC(=O)c3ccc(CSc4nncn4C)cc3)c2c1,10,7,3,-1,-51,3,51,1,-2,-3.0
Cc1oc2ccc(O)cc2c1C(=O)c1ccccc1,-4,0,2,-2,17,-12,-17,9,-13,0.0
Cc1ccc(C)c(SCC(=O)OCC(=O)NCCNC(=O)COC(=O)CSc2cc(C)ccc2C)c1,54,0,-1,-3,5,8,-5,-3,-3,-1.3
O=C(Nc1ccccc1C(=O)NCCCN1CCOCC1)c1cccc([N+](=O)[O-])c1,-2,-2,-5,-3,-1,-5,1,1,9,-1.2
O=c1c(-c2ccc(Cl)cc2)coc2c(CN3CCCCC3)c(O)ccc12,16,-4,-2,0,11,-16,-11,-1,1,-2.6
CCN(CC)c1cc(Cl)nc(N)n1,20,-12,-4,-3,?,-13,-201,1,-8,-1.8
Cc1cc(=O)[nH]c(SCC(=O)Nc2ccc3c(c2)OCCO3)n1,30,-3,2,0,12,0,-12,0,4,-1.1
Cc1nnc2ccc(-c3ccc(NC(=O)Cc4cccs4)cc3)nn12,-1,-18,-7,5,nt,-3,nt,1,-16,-0.3
CN(C1CCCC1)C1CCN(C(=O)CNC(=O)/C=C/c2ccccc2)CC1,-2,2,-3,0,17,-10,-17,6,-4,-1.4
Cc1ccccc1NC(=S)NCc1ccco1,1,-1,-2,2,-5,-12,5,2,-13,-1.4
CC(C)CNc1cc(N2CCCC2)ccc1[N+](=O)[O-],-13,-7,-5,-4,-32,-5,32,3,5,1.1
CN1CCN(S(=O)(=O)c2ccc(N3CCN(c4ccc(O)cc4)CC3)c([N+](=O)[O-])c2)CC1,36,-9,3,3,-10,6,10,11,-3,0.0
COc1ccc(OC)c(C(=O)CC2OC(=O)c3ccccc32)c1 (configuration not stated),1,-1,-7,2,0,-18,0,41,-6,-0.6
O=C(O)c1cc(-c2ccc3c(c2)OCO3)nc2ccc(Br)cc12,8,7,-2,4,8,-8,-1,-1,1,0.3
CC(=O)OCC(=O)Nc1ccc([N+](=O)[O-])cc1Cl,21,1,-2,1,3,8,-3,0,6,0.2
CCc1cc(=O)oc2cc(OS(C)(=O)=O)ccc12,-4,-14,0,-1,1,3,-1,1,1,1.2
COC(=O)c1ccccc1NC(=O)C1CCCN(S(=O)(=O)c2ccc(OC)cc2)C1 (configuration not stated),-11,5,-7,-2,8,1,-8,-1,-1,3.0
COCc1cc(C)c2c(N)c(C#N)sc2n1,26,12,-2,-2,22,-1,-22,22,3,1.4
O=C(Nc1cccnc1)c1cccc(NC(=O)c2ccco2)c1,23,2,-4,-3,-29,-14,29,0,-1,1.7
O=C(Nc1cc(S(=O)(=O)N2CCOCC2)ccc1N1CCCC1)C1CC1,8,-7,-1,0,35,18,-35,-2,19*,0.5
COc1cccc(/C=N/NC(=O)c2ccc3nc[nH]c3c2)c1,11,-3,-1,-4,-17,-9,17,1,-5,0.0
COc1ccc(OCc2cc(C(=O)N[C@H]3CCCCNC3=O)no2)c(Cl)c1,41,1,6,1,-24,-9,24,-1,-10,1.0
CSc1sc(C(=O)N(C)C)cc1S(=O)(=O)C(C)C,-3,nt,2,nt,14,-14,-14,-2,nt,-1.7
O=C(CCNS(=O)(=O)c1ccccc1F)N1CCN(C/C=C/c2ccccc2)CC1,13,2,0,3,-7,-3,7,-4,-8,1.0
Cc1nc(NC(=O)/C=C/c2ccc(Cl)cc2Cl)sc1C(=O)N(C)C,2,-2,3,4,3,-3,-3,1,13,-0.8

# Other results:
SMILES,Arrestin-AP2 inh,PKA-R2B activ,Keap1 Nrf2 FP,DAGLB inh,SR-BI uptake up,PvdQ inh,SR-BI DiI inh,NSD2 inh,RTF Ca sens inh,LANA DNA inh
COc1ccc(CCC(=O)OCC(=O)Nc2ccccc2OC(F)F)cc1OC,1,-3,-1,-1,15,-7,-15,1,-4,-0.2
CCC1(c2ccc(OC)cc2)NC(=O)N(CC(=O)N2CCc3ccccc32)C1=O (configuration not stated),-7,-1,-5,-1,-9,-18,9,1,-10,1.9
Cc1cc(C)nc(SCC(=O)Nc2ncc3c(n2)CC(C)(C)CC3=O)n1,7,1,-3,-3,2,-13,-2,2,-10,-0.4
Cn1c(=O)c(=O)n(C)c2cc(S(=O)(=O)N3CCCC3C(=O)NCc3ccco3)ccc21 (configuration not stated),-5,-4,3,0,nt,-9,nt,-1,-8,-1.8
CCC(C)NC(=O)c1cn(-c2cccc(OC)c2)c(=O)c2ccccc12 (configuration not stated),-14,-6,0,-2,16,-16,-16,-2,-5,-0.7
Cc1ccc(S(=O)(=O)Nc2cccc(C(=O)NCCCN3CCCC3=O)c2)cc1F,14,6,-6,-5,4,-17,-4,-1,-9,-1.2
COc1ccc(-c2c(-c3cc(OC)cc(OC)c3)sc3ccc(OC)cc23)cc1,19,-4,-2,-13,-71,6,?,nt,-3,0.8
O=[N+]([O-])c1ncccc1OCc1ccc(Cl)c(Cl)c1,-1,1,0,-2,-26,4,26,0,-1,-0.2
